12-LOX inh = blocks human arachidonate 12S-lipoxygenase. hit rate 1.1% among 580,000. purified 12hLO, xylenol orange hydroperoxide absorbance. Potency, µM (series often up to 108 µM), for the others: top-dose activity change, negative = inhibition, usual class: inhibitors; active = well fitted inhibition curve with a large enough effect; inconclusive = small, poorly fitted or top-dose-only effect, or another doubt; inactive = no such curve, though single readings can be large or run the other way
Target sequence (P18054 whole entry, looked up): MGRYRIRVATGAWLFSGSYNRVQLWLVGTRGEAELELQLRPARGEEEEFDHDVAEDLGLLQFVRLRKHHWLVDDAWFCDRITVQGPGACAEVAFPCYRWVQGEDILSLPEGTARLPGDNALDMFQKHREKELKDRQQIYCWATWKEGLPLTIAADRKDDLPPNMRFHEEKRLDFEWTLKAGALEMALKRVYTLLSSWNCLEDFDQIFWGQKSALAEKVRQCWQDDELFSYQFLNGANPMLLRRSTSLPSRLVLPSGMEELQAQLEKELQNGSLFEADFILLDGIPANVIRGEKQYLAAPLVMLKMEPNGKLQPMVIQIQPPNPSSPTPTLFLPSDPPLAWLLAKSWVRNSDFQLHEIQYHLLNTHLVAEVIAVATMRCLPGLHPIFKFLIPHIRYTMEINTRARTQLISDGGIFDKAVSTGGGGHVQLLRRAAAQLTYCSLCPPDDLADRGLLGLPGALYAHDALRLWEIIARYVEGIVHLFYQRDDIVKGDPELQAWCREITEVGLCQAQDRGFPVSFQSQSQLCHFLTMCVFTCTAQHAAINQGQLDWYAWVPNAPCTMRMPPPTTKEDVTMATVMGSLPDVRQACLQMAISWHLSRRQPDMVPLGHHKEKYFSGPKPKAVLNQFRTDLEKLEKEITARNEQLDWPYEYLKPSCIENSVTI
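Hydroperoxide product was detected by ferrous iron/xylenol orange as the 573 to 405 nm absorbance ratio. Arachidonic acid at 40 uM (final) was turned over for 30 min at room temperature by 150 nM human 12hLO, pH 7.0 Hepes buffer, after 15 min compound preincubation.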
Numbers without * were called inactive; ? = inconclusive; [ ] = another dose, or the depositor's remark. % is scaled to controls: 0 for no effect and ±100 for the full control effect; potency is read from the fitted curve at half-maximal effect. An excerpt (hit frequency here may not be typical).

SMILES | 12-LOX inh
CN(C)[C@H]1CCCCN(C(=O)c2cnc3ccccn3c2=O)C1 | 13%
O=C(C1CCN(Cc2ccco2)CC1)N1CCC2(CCCNC2=O)C1 (configuration not stated) | 43%[activator]
Cc1ccc(C(=O)Nc2ccc3ncnc(N4CCCCC4)c3c2)s1 | 22%
O=C([C@@H]1C[C@H](Oc2ccccc2)CN1S(=O)(=O)c1cccc(F)c1)N1CCOCC1 | 11%
Cc1ccc(-c2nnc(C3CN(C(=O)C4CCCCC4)CC34CCOCC4)o2)cc1 (configuration not stated) | -14%
Fc1ccc(CN2CCN(C3CCNC3)CC2)cc1Cl (configuration not stated) | ?
O=C1CC(c2nc(-c3ccc4nc[nH]c4c3)no2)CN1Cc1ccncc1 (configuration not stated) | 41%[activator]
CC(C)OCCCNC(=O)c1ccc2c(c1)N(S(C)(=O)=O)CC2 | 22%
Cc1ncc2c(c1CNC(=O)c1ccccc1OC(F)F)CCNC2 | ?
CCn1nccc1C(=O)N1CC(Oc2ccccc2-c2nc(CCOC)no2)C1 | 48%[activator]
C=CCO[C@@H]1C[C@H]2C(=O)Nc3ccc(-c4ccccc4)cc3C(=O)N2C1 | 8%[176 µM]
Cc1ccc(S(=O)(=O)N[C@H]2C[C@@H](c3nc(-c4ccc5c(c4)OCO5)no3)N(C)C2)cc1 | 10%
CN(C)C[C@@H]1CN(S(C)(=O)=O)C[C@H]1NC(=O)c1ccsc1 | 37%[activator]
CCOc1ccc(CC(=O)N2CCN(c3cc(-c4ccccc4)[nH]n3)CC2)cc1 | 23%
OCC1CN(c2ccncn2)CC12CCN(Cc1ccncc1F)CC2 (configuration not stated) | 34%[activator]
COCC(=O)NC[C@H]1CCN(C2CCSCC2)C[C@H]1N(C)C | 113%[activator]
CCn1c(CC2CCNCC2)nn(Cc2csc(-c3ccccc3)n2)c1=O | -2%
Cc1nc2ccc(Cl)cn2c1C(=O)NC1CCOC2(CCOCC2)C1 (configuration not stated) | 4%
N#Cc1ccccc1CN1CCN(c2nccc(CCC(F)(F)F)n2)CC1 | 22%
CCn1nccc1C(=O)N1CCC2(CC1)N=C(c1ccc(C)cc1)NO2 | 56%[activator]
Cc1cc(C(=O)N2CC[C@@](O)(C3CCOCC3)[C@H](C)C2)ccc1F | 21%
Cc1noc2c(NC3CCN(C)CC3)cc(-c3ccccc3)nc12 | 20%[176 µM]
O=C(N[C@@H](Cc1cccnc1)C(=O)N1CCC[C@H]1C(=O)NCc1ccccc1)c1ccc(Cl)cc1Cl | -8%
Cc1ccsc1[C@@H]1CCN(C(=O)CCc2ccc(F)cc2F)C[C@H]1O | 8%
O=C(c1ccccn1)N1CCC2(CCCCO2)CC1 | 28%

Shown as labelled records: part of the list above
canonical_smiles: Cc1ccc(S(=O)(=O)N[C@H]2C[C@@H](c3nc(-c4ccc5c(c4)OCO5)no3)N(C)C2)cc1
  12-LOX inh: 10%
canonical_smiles: CN(C)C[C@@H]1CN(S(C)(=O)=O)C[C@H]1NC(=O)c1ccsc1
  12-LOX inh: 37%[activator]
canonical_smiles: CCOc1ccc(CC(=O)N2CCN(c3cc(-c4ccccc4)[nH]n3)CC2)cc1
  12-LOX inh: 23%
canonical_smiles: OCC1CN(c2ccncn2)CC12CCN(Cc1ccncc1F)CC2 (configuration not stated)
  12-LOX inh: 34%[activator]

Continued.
SMILES | 12-LOX inh
COc1ccc(-c2noc(CC3CCN(C(=O)CCCc4ccccc4)CC3)n2)cc1 | ?
COc1ccccc1CNC(=O)c1ccc2c(c1)N(C)C1CCCCN1C2=O (configuration not stated) | ?
Cc1noc([C@@H]2CN(C(=O)CCC(C)C)C[C@H]2CO)n1 | 44%
Cc1ncoc1C(=O)N1CCC(N2CC(OCC3CC3)C23CCOCC3)CC1 (configuration not stated) | 16%
Cn1nnnc1C1CCCN(C(=O)Cc2ccccc2)C1 (configuration not stated) | 21%
C[S+](=O)([O-])c1ccc(CC(=O)N2CC(CNC(=O)C3CC3)C3(C2)CN(c2ccccc2)C3)cc1 (configuration not stated) | -2%
COc1cc(Cl)c(C)cc1NC(=O)Cn1cccc1-c1nc(-c2ccc3c(c2)OCO3)no1 | 10%
Cn1cnc(S(=O)(=O)N2CCC(Cc3nncn3CC3CC3)CC2)c1 | 25%
Cc1noc(C)c1Cc1ccc(C(=O)N2CCC(C)(c3noc(-c4cccnc4)n3)CC2)o1 | -1%
C=CC(C)(CCC=C(C)C)OC(=O)C(C)C (configuration not stated) | 14%[176 µM]
CCc1ccccc1OCCN(C)Cc1ncc[nH]1 | 112%[activator]
CC(=O)N1CCN(c2ccc(OCc3nn(C)c(C)c3-c3cccc4c(CCCOc5cc(C)c(Cl)c(C)c5)c(C(=O)O)n(Cc5cccnc5)c34)cc2)CC1 | ?
COc1cccc(CN(C)C2CCc3nn(C)c(=O)n3CC2)n1 (configuration not stated) | 14%
CCNC(=O)N[C@H]1CC[C@]2(C)CC[C@@H](C(C)C(=O)NC3CCCCC3)[C@H](O)[C@H]2[C@@H]1C (some centres not stated) | -4%[176 µM]
COc1ccc(C(=O)N2CCC3(CC2)COc2ccccc2C(=O)N3)cc1 | -8%
COCC(=O)Nc1cc(C(=O)N2CCCC2c2nccs2)c2c(c1)nc(-c1ccncc1)n2C (configuration not stated) | -27%
O=C(c1n[nH]c2ccccc12)N1CCc2nn(Cc3ccccc3)c(=O)n2CC1 | 12%
COCCN1C(=O)c2cccn2CC1CNS(=O)(=O)c1ccc2c(c1)C(C)(C)C(=O)N2 (configuration not stated) | 27%
CCN1c2cc(C(=O)Nc3ccc(OC)cc3OC)ccc2C(=O)N2CCCC21 (configuration not stated) | 51%[activator]
COCCNC(=O)[C@@H]1C[C@H](Oc2ccccc2)CN1C(=O)CC1CCCCC1 | -2%
COCCN1C(=O)[C@@H]2C[C@@H](CN2C(=O)C2CC2)Oc2ccccc21 | -11%[176 µM]
Nc1ccn([C@@H]2O[C@H](C(=O)NCC(=O)N3CCOCC3)[C@@H](O)[C@H]2O)c(=O)n1 | -5%
CCOC(=O)C1=CCN(S(=O)(=O)c2ccc(F)cc2)C1c1ccc(Cl)cc1 (configuration not stated) | -7%
CCN(CC)C1(Cc2cc(COc3ccccc3)on2)COC1 | 16%[176 µM]
Cc1ccc(N2CCC(NC(=O)c3cc(F)cc(F)c3)C2=O)cc1 (configuration not stated) | 7%
Cc1ccc(N2CCN(C(=O)c3ccc4c(c3)N(C)C3CCCCN3C4=O)CC2)cc1 (configuration not stated) | 32%[activator]
CCOC(=O)C1=CN(CC(=O)Nc2ccc(C)cc2C)S(=O)(=O)N=C1C | 38%[activator]
CNC(=O)[C@H]1C[C@H](Oc2cccnc2)CN1C(=O)Cc1cccc(C)c1 | 64%[activator]
OCc1cc(CC2(NCc3cc4ccccc4o3)COC2)no1 | 3%[176 µM]
CCNC(=O)O[C@@H]1CO[C@H]2[C@@H]1OC[C@@H]2NC(=O)c1ccccn1 | 13%[176 µM]
CC(C)SCC(=O)N1CCCn2nc(C(=O)Nc3ccccc3)cc2C1 | 5%
CCn1ccc(C(=O)NCC2CCCCC(=O)N2)n1 (configuration not stated) | 36%[activator]
O=C(C1CCOCC1)N1CCC(N2CC3CC(C2)[C@H]2CCCC(=O)N2C3)CC1 (some centres not stated) | 39%
COc1ccc(CCNC(=O)c2noc(-c3ccccc3F)n2)cc1OC | 20%
COCc1nncn1C1CCN(S(=O)(=O)c2ccc(C)c(F)c2)CC1 | 51%[activator]
O=C(Cc1ccsc1)N1CCC(c2n[nH]c(=O)n2Cc2ccc(F)cc2)CC1 | ?
CCc1noc(-c2cn(C3CCN(C(=O)c4ccc5c(c4)OCO5)C3)nn2)n1 (configuration not stated) | 3%
O=C(NCCn1cccn1)c1coc(COc2cccc(C(F)(F)F)c2)n1 | 44%[activator]
COc1ccc(CNC(=O)N2c3ccccc3CC2c2nc(C3CC3)no2)cc1 (configuration not stated) | -6%
O=C(Cc1ccc(NC(=O)C2CCN(C(=O)CCc3ccccc3)CC2)cc1)Nc1cccc(C(=O)N2CCCC2)c1 | 3%
COc1cccc(CN2Cc3nc(-c4ccc(F)cc4)ccc3OCC2=O)c1 | -13%[176 µM]
Cc1cnc(C(=O)N2CCCN(Cc3ccncc3)C(c3ccccc3)CC(=O)NCC2)cn1 (configuration not stated) | 46%
COc1cc(OC)cc(C(=O)NCC2CCN(C(=O)C(=O)c3cc4ccccc4o3)CC2)c1 | -5%
COC[C@H]1CCCN1C(=O)C[C@@H]1O[C@H](CNC(=O)NC(C)C)[C@@H](O)[C@H]1O | ?
Cc1cc(C(=O)NCC2CCC3(CCN(Cc4ccccc4C)CC3)O2)n(C)n1 (configuration not stated) | 25%
CS(=O)(=O)c1ccc(OCC2(CNC(=O)c3ccno3)C[C@@H](O)[C@@H](O)C2)cc1 (some centres not stated) | 67%[activator][176 µM]
CCC(CC)C(=O)NCc1cccnc1Oc1cccc(C(F)(F)F)c1 | 45%[activator]
COc1ccc(OC)c(CC(=O)N2CCC3(CC2)OCCCC3O)c1 (configuration not stated) | 32%
O=C(NCC1CCCN(C(=O)c2ccccn2)C1)c1ccc(-c2ccccc2)cc1 (configuration not stated) | 4%
O=c1cc(N2CCOCC2)oc2c(-c3cccc4[nH]ccc34)nccc12 | ?

Four consecutive entries already listed, quoted:
SMILES | 12-LOX inh
Cc1ccc(N2CCN(C(=O)c3ccc4c(c3)N(C)C3CCCCN3C4=O)CC2)cc1 (configuration not stated) | 32%[activator]
CCOC(=O)C1=CN(CC(=O)Nc2ccc(C)cc2C)S(=O)(=O)N=C1C | 38%[activator]
CNC(=O)[C@H]1C[C@H](Oc2cccnc2)CN1C(=O)Cc1cccc(C)c1 | 64%[activator]
OCc1cc(CC2(NCc3cc4ccccc4o3)COC2)no1 | 3%[176 µM]

Looked up above:
12-LOX inh, COc1ccc(CCNC(=O)c2noc(-c3ccccc3F)n2)cc1OC = 20%
12-LOX inh, CCn1ccc(C(=O)NCC2CCCCC(=O)N2)n1 (configuration not stated) = 36%[activator]

Carrying on:
SMILES | 12-LOX inh
O=C(CC(c1ccccc1)c1ccccc1F)NCc1cccnc1 (configuration not stated) | -3%
COc1ccc(S(=O)(=O)N2CCc3nc4cc[nH]n4c(=O)c3C2)cc1Cl | 1%
O=C(CCC1CCN(S(=O)(=O)c2ccccc2F)CC1)NC1CCS(=O)(=O)C1 (configuration not stated) | 36%
O=C(Cc1ccccc1)NCCC1CCN(C(=O)Nc2ccc(F)cc2F)CC1 | 26%
COC(=O)C1=C(C)N(Cc2cccc(C(F)(F)F)c2)C(=NCc2ccc(C(F)(F)F)cc2)NC1c1ccc(F)cc1 (configuration not stated) | ?
CC#CCn1cc2c3c(cccc31)[C@H](CC(C)C)N[C@H](C(=O)NCc1ccc(OC)cc1)C2 | 0%
Nc1nnnn1CC(=O)N1CC[C@@H]2[C@@H](CCC(=O)N2CCc2cnc[nH]2)C1 | ?
COC(=O)[C@@H]1CN(C(=O)Nc2ccccc2)CCN1C(C)=O | 11%[176 µM]
CC/C=C(\C(=O)N[C@@H]1C(=O)N2C(C(=O)OCOC(=O)C(C)(C)C)=C(COC(N)=O)CS[C@H]12)c1csc(N)n1 | ?
O=C(NCCc1ccncc1)C1CN(C(=O)COc2ccccc2)CC12CCOCC2 (configuration not stated) | 37%[activator]
COc1ccc(CN2CCNc3cc(Nc4ccccc4)ncc3C2)cc1 | 11%[176 µM]
CCOC(=O)C1CCCN(C(=O)C2COC3(CCCCC3)N2C(=O)c2cc(F)cc(F)c2)C1 (configuration not stated) | 59%[activator]
O=C(c1ccn[nH]1)N1CC=C(c2cnc3cnc(-c4ccccc4)cn23)CC1 | 33%[activator][176 µM]
Cc1nc(NCc2nc(C)c3c(n2)CCCC3)cc(C2CC(O)C2)n1 (configuration not stated) | 56%[activator]
C[C@H]1[C@@H]2[C@@H](O)C([C@H](C)C(=O)NCc3cccnc3)CC[C@@]2(C)CC[C@@H]1NC(=O)c1ccccc1 (some centres not stated) | 69%[activator]
O=C(CCCn1ccnc1)N1CCC2(CCCN(C3CCCC3)C2=O)C1 (configuration not stated) | 90%[activator]
CS(=O)(=O)N1CCCN(C2CCOCC2)CCNC(=O)CC1c1ccccc1 (configuration not stated) | 8%
CCC(=O)N(C1CCOCC1)C1CCN(S(=O)(=O)c2ccc(F)c(Cl)c2)CC1 | 34%
Cc1ccsc1C(=O)N1CCc2nnc([C@@H]3C[C@@H](O)CN3C)n2CC1 | ?
CNC(=O)[C@@H]1C[C@@H](O)CN1C1CCN(C(=O)c2ccc3ccccc3n2)CC1 | -18%
CCCCCCCCCCCCCCCCCCOS(=O)(=O)O | 20%[176 µM]
O=C(c1n[nH]c2c1CCCC2)N1CCC(n2cc(-c3nc(-c4ccccc4)no3)nn2)CC1 | 25%
COc1ccc(-c2cc(N3CCC(NC(=O)c4ccc(NC(C)=O)cc4)CC3)n[nH]2)cc1 | 16%
O=C(C[C@@H]1CCNC[C@@H]1Cc1cc(-c2ccccc2)on1)NC1CC1 | 10%[176 µM]
COCC(=O)NC[C@H]1COCc2nc3cc(C(=O)OC)ccc3n21 | -3%[176 µM]
O=C(C1CCCC1)N1CCCC(c2nc(C3CCOCC3)no2)C1 (configuration not stated) | 16%
Cc1sc2cc(C(=O)NCCN3CCOCC3)[nH]c2c1CN1CCCCC1 | 5%
COCC1CN(S(=O)(=O)c2cc(Cl)ccc2OC)CC12CCNCC2 (configuration not stated) | 15%
Cc1cc(CN2CCC(Cc3ccc(F)cc3)CC2)n(C)n1 | 37%
CCC(=O)N1CCC2(CC1)OCC(C(=O)NCC(C)C)N2C(=O)c1cccc(OC)c1 (configuration not stated) | 0%

Screening results: PubChem, National Center for Advancing Translational Sciences (NCATS)
